Source: PubChem BioAssay
Mdm2 ligase inh – inhibitors of human Mdm2 E3 ubiquitin ligase | Q00987 | cell-based MDM2 ubiquitination luciferase reporter, 2 h; 0 = plate control, 100 = twice control, blank-subtracted | signal enhancement, % at 5 µM | 210,000 compounds, 0.11% hits | AID 1230;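 active = signal enhancement of 30% or more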;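 also: luminescence tracks abundance of the self-degrading MDM2-luciferase fusion protein; higher signal means inhibition of MDM2 E3 ligase activity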
Target sequence (Q00987 whole entry, looked up, the tested form may be a part): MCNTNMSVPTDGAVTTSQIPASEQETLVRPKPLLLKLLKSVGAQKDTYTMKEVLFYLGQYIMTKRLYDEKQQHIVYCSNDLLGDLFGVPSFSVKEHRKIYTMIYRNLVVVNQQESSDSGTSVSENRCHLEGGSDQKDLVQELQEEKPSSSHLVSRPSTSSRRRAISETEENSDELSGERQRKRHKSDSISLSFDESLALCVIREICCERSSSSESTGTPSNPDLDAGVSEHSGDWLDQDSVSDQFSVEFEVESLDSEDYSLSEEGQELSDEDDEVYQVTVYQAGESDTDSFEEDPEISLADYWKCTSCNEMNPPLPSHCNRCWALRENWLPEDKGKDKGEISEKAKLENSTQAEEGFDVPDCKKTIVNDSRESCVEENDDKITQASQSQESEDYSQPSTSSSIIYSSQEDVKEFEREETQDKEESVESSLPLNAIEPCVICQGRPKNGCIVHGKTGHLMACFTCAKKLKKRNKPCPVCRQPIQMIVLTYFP
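Test system: stable mammalian line carrying autodegrading MDM2–luciferase fusion reporter; quantity: 2000 cells in each well; times: 4 h cell settling then 2 h compound exposure, 37 °C; detection: luminescence with SteadyLite reagent, 15 min at room temperature; evaluation: percent signal gain over controls, blank-subtracted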
Runt-SMMHC FRET – blocks binding of human RUNX1 Runt domain to CBFb-SMMHC. inhibition, % at 20 µM. Q01196+Q13951. Cerulean-Runt/Venus-CBFb-SMMHC FRET ratio 530/480, 1 h. 220,000 compounds, 0.74% hits. AID 1434;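 active = mean inhibition across duplicate retests at 20 µM reaching about 50%, limit read from the data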;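 also: 0% = DMSO wells and 100% = wells with excess untagged CBFb-SMMHC; inhibitors lower the FRET ratio by blocking Runt binding to CBFb-SMMHC; some results filed as inactive read as strong as hits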
CHOP inh – inhibitors of CHOP induction in ER stress response. inhibition, % at 10 µM. CHO-K1 CHOP-promoter luciferase, tunicamycin-induced, 15-18 h. 220,000 compounds, 3.8% hits. AID 2732;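 active = compounds that reduced the stress-induced luciferase reporter signal by more than about 70% of percent inhibition, limit read from the data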;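 also: 0% = tunicamycin plus vehicle and 100% = wells without tunicamycin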
p47phox inh – inhibitors of human p47phox binding; p47phox/p22phox peptide binding, fluorescence polarization, 2 h; inhibition, % at 24.7 µM; P14598; 220,000 compounds, 0.53% hits; AID 1274;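 active = inhibition above about 30%, limit read from the data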;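 also: 0% = p47phox with labelled peptide and 100% = labelled peptide alone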
TRPN1 ag – agonists of zebrafish TRPN1 channel. HEK293 zebrafish TRPN1-YFP, Fluo-8 calcium fluorescence; 100% = response to 87 µM carbachol. activation, % at 3 µM. 220,000 compounds, 0.18% hits;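 active = activation above its plate's cutoff, the mean activation of test wells on that plate plus 3 SD, cut at about 19% in these data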;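 also: 0% = DMSO alone and 100% = 87 µM carbachol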
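Material: zebrafish TRPN1-YFP in HEK293 cells. Doses: one dose of 3 µM, 0.3% DMSO. Incubation: dye 1 h 37 °C plus 30 min RT. Measured by: intracellular calcium fluorescence with Fluo-8.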
TNF death inh – inhibitors of TNF-alpha induced necroptosis in Jurkat FADD-/- cells. 220,000 compounds, 0.068% hits. Jurkat FADD-/- TNF necroptosis rescue, ATP luminescence, 24 h; 0 = TNF only, 100 = no-TNF cells. activation (protection from cell death), % at 10 µM. AID 463075;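 active = activation, meaning protection from cell death, of at least 50% relative to plate controls; inactive = activation below 50%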;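 also: necroptosis triggered by 40 ng/mL TNF-alpha added together with compound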
PPC-1+TRAIL kill – kills PPC-1 cancer cells in the presence of TRAIL | 220,000 compounds, 0.41% hits | AID 1443 | PPC-1 cells + TRAIL, ATPLite viability luminescence | cell killing (% activity), % at 4 µM;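 active = cell killing above 50% in the first pass at 4 µM, then a duplicate retest at 5 µM averaging 50% or more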;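 also: plate controls were cells with TRAIL plus DMSO for no effect and medium-only wells lacking cells for full effect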
TRPML3 ag – agonists of human TRPML3 channel | Q8TDD5 | HEK293 TRPML3-YFP, Fluo-8 calcium fluorescence; 100% = the carbachol control signal | activation, % at 3 µM | 220,000 compounds, 0.29% hits | AID 1448;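 active = activation above its plate's cutoff, the mean activation of the plate's test wells plus 3 SD, cut at about 12% in these data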;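 also: 0% = DMSO only wells and 100% = carbachol wells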
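Material: TRPML3-YFP stable HEK293 cells | Dosing: One concentration, 3 µM nominal, 0.3% DMSO | Timing: 125 s total fluorescence read per well | Technique: Fluo-8 calcium dye fluorescence, ex 470-495, em 515-575 nm | Measure: Percent activation from peak-to-basal fluorescence ratio, scaled between DMSO and carbachol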
EBV gp42 block – EBV gp42 inhibition. Fluorescence polarization binding assay, mP read-out. inhibition, % (tested at 21.74 µM). 220,000 compounds, 0.42% hits. AID 1085; in the data active = inhibition above about 50%
Target sequence (Q1HVG2 whole entry, looked up): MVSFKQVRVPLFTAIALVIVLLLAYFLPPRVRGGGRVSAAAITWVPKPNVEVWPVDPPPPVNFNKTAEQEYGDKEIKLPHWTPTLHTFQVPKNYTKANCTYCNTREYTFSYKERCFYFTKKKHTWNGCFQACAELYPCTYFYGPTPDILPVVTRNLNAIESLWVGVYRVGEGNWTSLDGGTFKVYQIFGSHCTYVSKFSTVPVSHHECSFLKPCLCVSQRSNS
* = called active by the depositor; . = no result given.

SMILES	Mdm2 ligase inh	Runt-SMMHC FRET	CHOP inh	p47phox inh	TRPN1 ag	TNF death inh	PPC-1+TRAIL kill	TRPML3 ag	EBV gp42 block
Cc1nnc(OCC(=O)NCCC2=CCCCC2)c2ccccc12	-16	1	10	-4	1.2	1.6	0	0.7	-9
Cc1c(N2C(=O)SC(CC(=O)O)C2=O)c(=O)n(-c2ccccc2)n1C (configuration not stated)	-9	-4	10	-1	-0.3	0.3	28	0.8	-13
Cn1nc(C(=O)N2CCN(C(c3ccccc3)c3ccccc3)CC2)c2ccccc2c1=O	-9	-6	13	-5	-2.4	-0.9	2	-1.1	2
CSc1ccc(CN2CCCC(CNC(=O)c3ccc(F)cc3)C2)cc1 (configuration not stated)	-26	5	16	-4	0.4	2.0	-1	-0.2	1
COc1cc(C(=O)NNC(=O)c2ccoc2C)cc(OC)c1OC	-4	-2	24	-4	1.9	-0.3	8	0.9	12
Cc1cc([N+](=O)[O-])nn1CCCC(=O)N1CCN(c2ccc(F)cc2)CC1	7	1	-7	-8	1.9	2.2	11	1.4	4
CCCNC(=O)CSc1nnc(C)s1	-49	-5	45	-8	0.8	2.0	6	0.7	-21
O=c1cc(CN2CCN(c3ccccn3)CC2)nc2sccn12	-5	-1	6	3	0.6	-0.3	14	1.1	-5
N#Cc1c(NC(=O)CCC(=O)O)sc2c1CCCCC2	-1	-2	8	-20	0.5	-0.4	5	0.6	-5
Cc1cc(C(=O)CSc2nc(N)cc(=O)[nH]2)c(C)n1-c1cccc(F)c1	-7	-4	38	-19	-0.8	-7.6	4	-0.1	-14
Cn1c(N)c(C(=O)COC(=O)c2ccc(Br)o2)c(=O)n(C)c1=O	-1	-1	4	-8	0.9	-2.3	-7	0.3	-8
NC(=O)NC(Cc1ccccc1)c1ccccc1 (configuration not stated)	-14	3	-13	-2	0.4	0.7	6	0.3	-4
CC(=O)N1CCN(Cc2nc3cc(NC(=O)Cn4nc(C)c5ccccc5c4=O)ccc3n2C)CC1	-19	1	3	-10	0.2	-1.1	10	0.6	-17
COC(=O)c1sc(NC(=O)COc2c(C)cccc2C)nc1C	-5	-3	37	3	-2.9	1.7	18	-1.4	3
CCCC12CN3CCN(CC(C3)/C1=N\NC(=O)c1ccccc1N)C2	.	-1	17	-22	-0.4	2.3	12	0.4	-1
O=C(NCCCCO)c1ccc2c3c(cccc13)CC2	-2	-3	21	-2	2.6	0.8	10	0.2	0
COc1ccc(C)cc1NC(=O)CNC(C)C(=O)Nc1cc(Cl)ccc1Cl (configuration not stated)	-10	2	14	-4	-2.8	-0.3	7	-0.9	-7
c1coc(-c2nn3c(Cn4nnc5ccccc54)nnc3s2)c1	-2	21	18	1	0.3	-1.4	4	0.4	-26
Cc1cccc(-c2nc(=S)c3c(o2)CCCC3)c1	-33	12	77*	-15	0.2	-1.1	20	1.1	-1
Cc1cccc(C)c1OCC(=O)N/N=C/c1ccncc1	-9	1	12	-13	-1.3	2.7	0	1.1	-20
CCc1ccccc1Cn1c(=O)oc2cccnc21	-9	0	-2	-12	1.8	0.1	13	0.3	-10
Cc1cc(C)n(C(=O)/C(C#N)=N\Nc2ccccc2[N+](=O)[O-])n1	-20	-3	7	-10	3.5	0.6	5	1.5	-5
Cc1ccc2c(c1)c1c(n2CC(O)CN2CCCCC2C)CCCC1 (configuration not stated)	-11	1	18	-4	0.7	-1.5	9	0.7	1
CCOC(=O)N1CCN(c2nc(-c3ccc(OC)cc3)no2)CC1	.	-6	17	-1	1.9	-1.7	21	1.1	-4
O=C(CSC1=NCCS1)Nc1ccc(F)cc1	-11	-1	-10	-2	0.5	5.2	-25	0.9	-4
CC(C)OC(=O)CC1C(=O)NCCN1C(=S)NC(=O)c1ccccc1Cl (configuration not stated)	-9	3	6	0	1.6	-0.9	6	0.5	-6
CCOC(=O)c1c(NC(=O)C2(C)Cc3ccccc3C(=O)O2)sc2c1CCCC2 (configuration not stated)	11	5	3	-14	0.3	3.0	19	0.2	-3
CCN1CCN(c2cc(C)nc(-c3ccccc3O)n2)CC1	-22	2	-17	-1	1.8	8.0	-5	0.5	-12
CCCOc1cccc(C2C(C(=O)c3ccco3)=C(O)C(=O)N2CCN(CC)CC)c1 (configuration not stated)	-5	1	-3	-24	-0.4	-0.4	13	0.0	-2
Cc1ccc(NC(=O)COC(=O)Cc2ccsc2)cc1S(=O)(=O)N(C)C	.	-1	10	-3	3.3	6.0	-23	0.4	-22
OCCN(Cc1ccccc1)C(=S)NC1CCCCC1	-13	1	14	-3	0.7	-0.4	45	0.1	-5
O=C(CSc1c2c(nc3cc(Cl)ccc13)CCCC2)NCCN1CCOCC1	-17	-1	-29	-2	0.5	0.2	.	0.7	4
O=C(NCC1CCCCC1)C1CCCN(C(=O)NC2CCCCC2)C1 (configuration not stated)	-9	-12	22	-3	-0.5	-0.7	19	1.1	-10
CCc1cc2c3c(c1)C1(C(=O)N3C(C)(C)C=C2C)C(C#N)=C(N)Oc2[nH]c(=O)[nH]c(=O)c21 (configuration not stated)	-2	-2	11	-11	0.4	-8.7	22	-0.1	-7
CC(=O)OC[C@]1(OC(C)=O)C[C@@]23CC[C@H]4[C@@](C)(CCC[C@@]4(C)C(=O)O)[C@@H]2CC[C@@H]1C3	.	-1	-6	-7	1.7	1.1	-8	0.5	-8
C=CCn1c(SCC(=O)Nc2ccc(NC(=O)c3ccco3)c(OC)c2)nnc1-c1ccncc1	-5	-1	39	94*	0.9	0.8	18	0.0	-1
CCN(CC)c1ccc(/C=N/NC(=O)c2c(Cl)cnn2C)c(O)c1	-11	83*	59	-15	-0.1	-9.1	36	0.0	-20
Cc1c(C(=O)OCC(C)C)[nH]c2c1C(=O)CC(c1ccco1)C2 (configuration not stated)	-14	29	.	-13	0.4	-8.8	24	0.1	-13
COc1ccc(NC(=O)/C=C/c2ccc3c(c2)OCO3)cc1	-14	-5	-6	-1	5.3	-2.6	20	1.0	4
Cc1ccc(N2CCN(CCCN3C(=O)C4CCCN4C3=O)CC2)cc1 (configuration not stated)	14	-5	-3	-12	0.4	1.1	12	0.7	-15
COc1ccc(-c2csc(/N=C/N(C)C)n2)cc1OC	-2	5	14	-9	1.1	0.4	5	0.4	-11
COC(=O)c1ccc(-c2ccco2)n1Cc1cc(C)ccc1C	-62	-1	12	3	-0.4	1.0	-9	0.2	-24
CC[C@H](C)[C@@H](C(=O)N1CCNCC1)n1cc([C@@H](N)Cc2ccc(O)cc2)nn1	.	1	9	3	1.2	0.3	-8	0.3	-14
Cc1cccc(C(=O)N[C@H](C(=O)Nc2ccc(C)c(S(=O)(=O)N(C)C)c2)C(C)C)c1	3	4	41	-14	-0.9	0.7	8	1.5	-20
C/C=C\C=C/C(=O)Nc1cccc(C2=NOC3(C2)C[C@@H](C(N)=O)N(C(=O)/C=C/C=C\C)C3)c1 (some centres not stated)	-15	0	-22	-7	.	0.7	10	.	-10
Cc1ccc(C(=O)NCc2cccnc2)cc1S(=O)(=O)Nc1ccccc1	-6	0	6	-10	0.4	-1.1	2	0.5	4
OC(CN1C2=NCCN2c2ccccc21)c1ccccc1 (configuration not stated)	2	1	-18	9	0.2	0.8	12	1.0	1
COc1cc(NS(=O)(=O)c2ccc(C)cc2C)cc(OC)c1OC	-23	2	.	-9	2.5	-11	8	-0.4	-16
Cc1cccc(COc2ccc(/C=N/NC(=O)c3nnn(-c4nonc4N)c3COc3ccc(F)cc3)cc2)c1	.	2	29	-19	3.1	1.8	13	0.7	-8
Cc1ccccc1N1CC(=O)Nc2c(oc3nc(-c4ccccc4)cc(C)c23)C1=O	4	-5	2	0	1.1	7.0	6	-0.3	-10
CCCc1nc2oc3c(Cl)ncnc3c2c2c1CCCC2	-2	-8	-32	0	-1.7	-26	31	0.3	5
Cc1nn(C(C)C(=O)NCC2CCCO2)c(C)c1[N+](=O)[O-] (configuration not stated)	6	-1	-15	3	2.5	0.7	20	1.2	6
COc1ccc(/C=C/c2nc(-c3ccccc3)cc(=O)[nH]2)cc1	-1	0	3	-11	-1.9	-0.3	-4	-0.8	-2
O=C1c2oc3ccccc3c(=O)c2C(c2cccc(F)c2)N1CCCO (configuration not stated)	-6	2	39	-13	0.5	3.3	-6	0.8	12
O=C(NCC1CCCO1)c1cc(-c2ccc(Cl)cc2Cl)on1 (configuration not stated)	-22	-14	-13	-9	-0.2	-0.2	45	-0.1	-28
CC(C)NC(=O)c1cnn2c1NC(c1cccs1)CC2C(F)(F)F (configuration not stated)	-6	3	-2	-17	-0.2	-2.0	11	0.5	-12
Cn1c(=O)c2c(ncn2CC(=O)Nc2nccs2)n(C)c1=O	.	-4	0	-8	2.5	2.0	16	0.6	-20
COc1cc2cnc(Cl)nc2cc1OC	8	3	17	-3	-1.5	0.6	11	0.2	0
O=C(Nc1ccc2oc(-c3cccc4ccccc34)nc2c1)c1ncn[nH]1	-4	-4	-76	-20	-0.8	-0.3	22	0.4	-31
CCCCNCc1cc(Br)c(OCc2cccs2)c(OC)c1	-21	3	18	-19	-0.6	-4.3	28	0.0	-14

Retrieved by compound from above (three):
SMILES	Mdm2 ligase inh	Runt-SMMHC FRET	CHOP inh	p47phox inh	TRPN1 ag	TNF death inh	PPC-1+TRAIL kill	TRPML3 ag	EBV gp42 block
CC(C)NC(=O)c1cnn2c1NC(c1cccs1)CC2C(F)(F)F (configuration not stated)	-6	3	-2	-17	-0.2	-2.0	11	0.5	-12
COc1ccc(/C=C/c2nc(-c3ccccc3)cc(=O)[nH]2)cc1	-1	0	3	-11	-1.9	-0.3	-4	-0.8	-2
CCCCNCc1cc(Br)c(OCc2cccs2)c(OC)c1	-21	3	18	-19	-0.6	-4.3	28	0.0	-14

The listing continues.
SMILES	Mdm2 ligase inh	Runt-SMMHC FRET	CHOP inh	p47phox inh	TRPN1 ag	TNF death inh	PPC-1+TRAIL kill	TRPML3 ag	EBV gp42 block
Cc1ccc(S(=O)(=O)N(C)C)cc1NC(=O)CSc1nc2ccccc2[nH]1	-1	0	5	-2	0.6	4.7	12	0.7	-3
CCCNC(=S)Nc1ccc2nc(-c3ccccn3)c(-c3ccccn3)nc2c1	1	-23	14	1	-0.1	-3.5	9	0.2	-15
O=C(c1ccccn1)c1conc1C(=O)c1ccc(Br)cc1	-17	4	40	-4	-1.4	-3.5	13	-0.6	8
O=C1CCCN1c1cc(Cl)ccc1Cl	-11	-5	-3	-6	0.7	-1.1	5	0.2	-4

Compounds as they come. Share with any hit: about 5.9%.
